EP2 mod – modulators of human EP2 prostaglandin E2 receptor | P43116 | EP2-expressing cells, cAMP HTRF FRET, PGE2 co-stimulation | induction, % at 25 µM | 260,000 compounds, 0.83% hits;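 active means compounds whose cAMP rise, as percent of the full-agonist control response, exceeds 60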;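 further: rat C6 glioma line stably carrying human EP2 under a CMV promoter; the protocol text gives 20 µM as final concentration; 100% = response of wells given 1 µM PGE2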
Target sequence (P43116 whole entry, looked up): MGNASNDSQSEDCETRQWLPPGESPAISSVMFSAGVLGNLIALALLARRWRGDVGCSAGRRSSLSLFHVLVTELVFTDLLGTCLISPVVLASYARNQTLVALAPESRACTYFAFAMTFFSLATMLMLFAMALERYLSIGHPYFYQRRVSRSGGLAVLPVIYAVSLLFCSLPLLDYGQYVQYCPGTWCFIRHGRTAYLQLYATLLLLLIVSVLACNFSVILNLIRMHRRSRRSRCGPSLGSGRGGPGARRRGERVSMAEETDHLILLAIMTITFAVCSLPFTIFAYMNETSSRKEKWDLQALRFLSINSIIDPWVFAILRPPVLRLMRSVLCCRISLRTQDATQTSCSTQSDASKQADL
14-3-3 Bad PPI – disrupts binding of bovine 14-3-3 zeta to phospho-Bad peptide; 220,000 compounds, 0.71% hits; AID 781; inhibition, % at 21.7 µM; P63103; TR-FRET 14-3-3zeta/Dy647-pBad peptide displacement, 1 h;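 active means inhibition above about 70%, limit read from the data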;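 further: 0% = full 14-3-3 plus peptide FRET controls and 100% = background without 14-3-3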
zVAD death inh – blocks zVAD induced death of L929 cells. L929 zVAD necroptosis rescue, ATP luminescence, 24 h; with zVAD 60 µM. viability rescue, % at 10 µM. 220,000 compounds, 0.38% hits;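 active means activation, scaled between plate controls, above about 75%, limit read from the data; inactive means activation under that limit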;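 further: 0% = zVAD with DMSO and 100% = DMSO alone without zVAD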
Hck-Nef inh – inhibitors of human Hck kinase activated by Nef; 220,000 compounds, 0.68% hits; Recombinant Hck-YEEI plus Nef, Z-Lyte FRET kinase assay; P08631; inhibition, % at 20 µM;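 active means Hck-Nef kinase inhibition above about 50%, limit read from the data; inactive means inhibition below that limit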;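 further: 0% = DMSO with Hck plus Nef and 100% = Hck alone without Nef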
Target sequence (P08631 whole entry, looked up): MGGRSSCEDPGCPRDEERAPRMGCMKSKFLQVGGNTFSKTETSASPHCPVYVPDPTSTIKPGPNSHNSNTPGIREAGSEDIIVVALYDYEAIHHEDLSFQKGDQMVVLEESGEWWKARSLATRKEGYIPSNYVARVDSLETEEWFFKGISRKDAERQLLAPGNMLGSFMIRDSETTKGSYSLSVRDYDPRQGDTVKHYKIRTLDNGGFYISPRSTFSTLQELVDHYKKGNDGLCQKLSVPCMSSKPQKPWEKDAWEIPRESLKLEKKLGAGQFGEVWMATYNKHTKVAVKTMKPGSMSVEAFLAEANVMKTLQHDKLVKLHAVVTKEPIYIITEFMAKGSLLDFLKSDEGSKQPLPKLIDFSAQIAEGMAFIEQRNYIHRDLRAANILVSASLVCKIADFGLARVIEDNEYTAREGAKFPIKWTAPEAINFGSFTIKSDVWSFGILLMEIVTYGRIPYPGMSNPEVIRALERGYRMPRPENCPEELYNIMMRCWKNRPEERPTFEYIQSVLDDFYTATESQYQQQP
TbHK1 inh – T. brucei hexokinase 1 inhibition. recombinant TbHK1, G6PDH-coupled NADH A340. inhibition, % at 10 µM. 220,000 compounds, 0.11% hits. AID 1430;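 active means inhibition of 50% or more in the single-dose primary screen; inactive means inhibition below 50%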
PGE2 EP2 inh – EP2 receptor (human) inhibition; C6 glioma cells expressing human EP2, cAMP TR-FRET; cells stimulated with saturating PGE2; inhibition, % at 25 µM; 260,000 compounds, 0.52% hits; P43116; AID 1422;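 active means percent inhibition above 40 after rounding to a whole number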;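 further: rat C6 glioma host cells with rolipram phosphodiesterase inhibitor present; the protocol text gives 20 µM as final concentration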
m-calpain inh – calpain II (pig) inhibition. purified calpain II, fluorogenic peptide substrate, 30 min. inhibition, % at 16 µM. 220,000 compounds, 0.37% hits. AID 1236;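 active means inhibition above about 50%, limit read from the data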
Rad51 HR inh – Rad51 (human) homologous recombination inhibition. Q06609. hRad51 DNA strand exchange, fluorescence dequenching. inhibition, % at 10 µM. 200,000 compounds, 0.085% hits. AID 1385;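 active means inhibition above 40% at the single screening dose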;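 further: 0% = DMSO control wells and 100% = blanks with heterologous ssDNA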
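System: hRad51 filaments on single-stranded DNA; reagent: Fluorescein- and BHQ1-tagged 47-mer duplex; compound dosing: one concentration, 10 µM final; timing: filaments 15 min 37 °C, then compound 30 min; measured by: fluorescein emission 520 nm, excitation 485 nm; benchmarks: per-plate controls and blanks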
eIF4E-4G inh – inhibitors of eIF4E and eIF4G interaction in translation initiation | inhibition, % at 21.7 µM | TR-FRET eIF4E-eIF4GI(517-606) binding, 2 h | AID 782 | P63073+Q04637 | 220,000 compounds, 0.37% hits;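 active means inhibition above about 30%, limit read from the data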;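 further: 0% = full FRET control wells and 100% = background wells lacking eIF4GI fragment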
Starred values were filed as active, the others as inactive; . = not tested or not shown; & = joins results of further samples; [ ] = another dose, or the depositor's remark.

SMILES	EP2 mod	14-3-3 Bad PPI	zVAD death inh	Hck-Nef inh	TbHK1 inh	PGE2 EP2 inh	m-calpain inh	Rad51 HR inh	eIF4E-4G inh
COC(=O)c1ccc(C2OCC(C)(C)CO2)cc1	21	-10	7.0	28	4	8	-17	-142	3
COc1ccc(NC(=O)C2CC(=O)NC3=C2C(=O)CC(C)(C)C3)cc1 (stereo not given)	12	-3	0.2	0	-2	9	4	-1	-1[fluorescence artefact?]
Cc1cc(Br)c(OCC(=O)NN)c2c1CCC2	-10	-8	0.4	8	0	12	-18	15	-2
COc1ccc(CCNC(=O)c2ccccc2N(C)S(=O)(=O)c2ccccc2)cc1	-9	-22	1.1	2	32	11	-2	-3	4[fluorescence artefact?]
Cn1c(SCC(=O)NC(=O)CN2CCCC2=O)nnc1-c1ccc(F)cc1	19	-10	1.3	22	0	3	16	18	2
Cc1nc(N2CCC(C)CC2)c2c(C)c(C(=O)Nc3ccccc3C(F)(F)F)sc2n1	36	4	1.1	-4	24	5	2	-5	-2
CCc1sc(N)nc1-c1ccccc1	16	6	0.2	1	1	8	11	-5	-2[fluorescence artefact?]
Cc1ccc2oc(=O)c3cc(C(=O)NCCN4CCc5ccccc5C4)sc3c2c1	-23	1[fluorescence artefact?]	.	-8	4	8	0	.	-3
O=C(Nc1nccs1)c1cccc(S(=O)(=O)N2CCOCC2)c1	2	-4	13	3	-14	10	18	4	-6[fluorescence artefact?]
Cc1sc(NC(=O)c2ccc(Cl)s2)c(C(N)=O)c1C	1	-16	-0.4	5	0	5	-9	-1	-3
CC1(C)CC(=O)C(N=Nc2ccc(Cl)cc2)=C(O)C1	10	3	0.4	3	-7	6	3	3	2
COc1ccc(NC(=O)N2c3ccc(OC)cc3C(C)=CC2(C)C)cc1	44	-3[fluorescence artefact?]	.	2	-6	9	-343	.	6
CC(C)(C)c1ccc(OCC(=O)NNC(=O)CCc2ccccc2)cc1	10	0	0.2	-1	3	.	-6	.	-1
O=C(c1ccc([N+](=O)[O-])cc1)N1CCN=C1SCc1ccccc1	-39	-1	5.2	-6	1	8	26	-3	-3
CC(=O)Nc1ccc(Nc2nnc(-c3ccc(C)c(S(=O)(=O)NCC4CCCO4)c3)c3ccccc23)cc1 (stereo not given)	24	0	0.1	32	-33	6	-22	.	-2
COc1ccc(NC(=O)c2c(NC(=O)CCC(=O)O)sc(-c3ccccc3)c2C)cc1	-39	3	2.6	33	-4	16	-45	-35	4
O=S(=O)(NCc1ccco1)c1cccc(S(=O)(=O)N2CCCCC2)c1	14&-12	13	-0.7	-5	4	7	-8	.	0
COc1ccc(C=O)cc1Oc1nc(Cl)ncc1F	-6	-8	0.3	24	2	6	-8	9	4
Cc1nnc(SCC(=O)NC(=O)Nc2ccc3c(c2)OCCO3)s1	-23	20	1.8	-63	-2	8	-4	8	1
COc1ccccc1NC(=O)CSCC(N)=O	10	4[fluorescence artefact?]	-1.0	-20	-2	4	-34	6	-5
CCCCCCNC(=O)c1ccc(Br)o1	6	7[fluorescence artefact?]	2.5	-1	-1	6	-4	0	4
CCN1C(=O)C2(Nc3ccccc3-c3nc4ccccc4n32)c2cc(OC)ccc21 (stereo not given)	11	0	0.0	0	-18	.	-42	.	0
O=C(O)Cc1c(-c2ccccc2Cl)c2cc(Br)ccc2[nH]c1=O	55	-8	0.8	11	-32	12	-6	11	-2
CCOC(=O)c1c(NS(=O)(=O)Cc2ccccc2)sc2c1CCCC2	27	-4[fluorescence artefact?]	0.3	-19	3	4	-117	11	-6[fluorescence artefact?]
Cc1cccc(CNCc2ccccc2)c1	7	-14[fluorescence artefact?]	-0.1	3	3	5	-11	3	7[fluorescence artefact?]
CCN1CCN(CC(=O)Nc2ccc3c(c2)OCCO3)C(=O)C1=O	12	5[fluorescence artefact?]	2.2	2	-4	10	-10	-4	3[fluorescence artefact?]
Cn1ncc2c(Nc3ccccc3Cl)nc(Nc3ccccc3Cl)nc21	44	-1	67	28	-21	6	-20	-32	-2
CC(C)[C@H](NS(=O)(=O)c1ccccc1)C(=O)OCC(=O)N1N=C(c2ccc(Cl)cc2)CC1c1ccco1 (stereo not given in full)	8	2[fluorescence artefact?]	0.9	1	-2	0	-23	-11	15
O=C(Nc1ccccc1)Nc1cccc(Cl)c1	-15	10	2.0	2	-2	9	2	2	-4
COC(=O)c1sc(NC(=O)c2cnccn2)c(C(=O)OC)c1C	.	.	-0.2	0	-8	8	.	3	.
CCSc1nc2c(c(=O)n1Cc1ccccc1)SC(C)C2 (stereo not given)	62*	-7	-0.7	-11	-7	9	5	2	5
CCCC(=O)N1c2ccccc2NC2=C(C(=O)CCC2)C1c1ccc(F)cc1 (stereo not given)	13	12	.	-9	-39	14	-26	3	-2
S=C(NCc1cccs1)Nc1ccc(Br)cc1Cl	-39	-5	-0.7	-11	14	6	29	2	-1
Cc1cc(C)nc(N/N=C/C2=C(O)CC(c3ccccc3)CC2=O)n1 (stereo not given)	3	-12	3.1	23	-12	3	2	.	-2
Cc1cc2nc(N=C(N)N)nc(C)c2cc1C	11	-2	0.0	0	-7	1	19	3	3
CCn1cc([N+](=O)[O-])c(C(=O)Nc2ccn(C34CC5CC(CC(C5)C3)C4)n2)n1	-6	4[fluorescence artefact?]	1.4	3	1	11	1	11	8
Cc1cc(N2CC(C)OC(C)C2)nc(C(C)C)n1 (stereo not given)	12	-3	1.7	3	3	4	-5	4	0
O=C(c1ccccc1)c1nn(-c2cccc(Cl)c2)ccc1=O	9	0	-0.2	4	-12	8	13	7	3
ClC1=C(Cl)C(Cl)=C(Cl)C1=C/C=C/c1ccccc1	8	-11	112*	9	-10	15	-21	-10	4
COc1ccc(-n2c(-c3ccc(C)cc3)n[nH]c2=S)cc1	11	-8	0.6	9	-9	16	-21	.	1[fluorescence artefact?]
COC(=O)c1ccc(NC(=O)c2cc3sccc3n2C)cc1	2	-3[fluorescence artefact?]	0.1	0	-9	6	18	1	-8[fluorescence artefact?]
O=C1CCN(CCc2ccccc2)CCN1[C@H](CSc1ccc(Br)cc1)c1ccccc1	1	1	-1.4	27	-2	13	28	-4	-5
N#Cc1nc(-c2ccc(Cl)cc2)oc1NCc1cccc2c1OCO2	-60	18[fluorescence artefact?]	0.9	-1	-12	10	5	.	-27
Cc1cccc(Oc2cc(NC(=O)c3ccccc3)cc([N+](=O)[O-])c2)c1	-29	7	0.0	-1	9	15	35	-8	-4
O=C(NCCN1C(=O)S/C(=C\c2ccc(Cl)c(Cl)c2)C1=O)C1COc2ccccc2O1 (stereo not given)	-59	-11	0.9	17	-24	9	-99	-7	3
CCOC(=O)c1c(NC(=O)CSc2nnc3ccccn23)sc2c1CCC2	30	-2	.	8	-11	7	-22	17	1
Cc1ccc2nc(SCc3ccccc3)c(C=O)c(=O)n2c1	1	-4	1.1	4	12	7	5	-2	8
CCNCCNC(=O)c1c(O)c2c([nH]c1=O)CCCC2	9	15[fluorescence artefact?]	0.2	1	-4	13	11	1	1[fluorescence artefact?]
CCN1N=C(C)C=C(c2ccccc2)n2c1nc1ccccc12	-2	1	0.3	21	-8	-1	-8	-7	1
COc1ccc(CNC(=O)CN(C(=O)Cn2nnc(-c3ccccc3F)n2)c2ccc(C)cc2)cc1	-1	-4	-0.3	24	1	5	21	3	0

Continued.
SMILES	EP2 mod	14-3-3 Bad PPI	zVAD death inh	Hck-Nef inh	TbHK1 inh	PGE2 EP2 inh	m-calpain inh	Rad51 HR inh	eIF4E-4G inh
Cc1ccc(OCC(O)CN2C(=O)NC(C)(C)C2=O)cc1C (stereo not given)	-1&-5	2[fluorescence artefact?]	1.1	19	-4	9&4	-2	-4	-4[fluorescence artefact?]
Cc1cc(C(=O)N2CCN(Cc3ccc4c(c3)OCO4)CC2)on1	6	3	2.2	-4	-10	10	-9	-2	-4
COC(=O)c1cc(OC)c(OC)cc1NCC(=O)Nc1ccc(C)cc1	-11	-6	1.1	4	-12	7	-51	0	18
CCNC(=O)COc1cc(C)c(Cl)c(C)c1	-16	-8	0.4	1	-2	10	3	2	0
O=C(COC(=O)c1ccco1)NC(c1ccccc1)c1ccccc1	23	-10	-0.6	6	3	6	3	34	3
O=C(COC(=O)CNC(=O)c1ccccc1)Nc1ccc(Cl)cc1C(F)(F)F	30	-3[fluorescence artefact?]	-0.1	3	-5	7	8	-2	6[fluorescence artefact?]
COc1ccccc1N1CCN(C/C(C)=C/c2ccccc2)CC1	44	45	-0.1	-1	4	7	11	-8	-10
Cc1ccc(-n2[nH]c(C)c(C=Nc3ccc(S(=O)(=O)Nc4nccs4)cc3)c2=O)cc1	10	8[fluorescence artefact?]	-0.6	3	-14	4	-21	10	6
COc1cccc(C2NC(C)(C(=O)O)C3C(=O)N(C(C)C)C(=O)C23)c1O (stereo not given)	9	-6	1.0	18	3	14	-2	-11	5
c1cnc2c(OCc3nc4ccccc4[nH]3)cccc2c1	5	16	0.2	14	2	8	56*	6	5
O=C(COC(=O)c1cc(=O)c2ccccc2o1)NC1CCCC1	11	2	1.6	11	1	6	2	3	1
CC1CN(C(=O)c2cccc(S(=O)(=O)Nc3ccc(Cl)cc3)c2)CC(C)O1 (stereo not given)	4	-9	3.6	-3	2	5	-11	-2	0
CCN(CC)c1ccc(/C=N/NC(=O)c2cccc(S(=O)(=O)Nc3ccccc3OC)c2)cc1	-5	-17	31	14	-9	8	-146	-6	0
Nc1ncc(Br)cc1S(=O)(=O)NCCC(=O)N1CCN(c2ncccn2)CC1	26	-1	92*	2	-1	5	-15	-2	0
Cc1ccc(NC(=O)CN(C)C(=O)COc2c(Cl)cc(Cl)c3ccc(C)nc23)cc1	0	4	0.4	0	-6	6	-87	1	3[fluorescence artefact?]
O=C(CSc1ccc(Cl)cc1)Nc1ccc(N2CCN(c3ccccc3)CC2)c(F)c1	6	-4[fluorescence artefact?]	-0.2	-4	6	6	8	13	-34
CC1CN(C(=O)c2ccccc2Sc2ccccc2C#N)CC(C)O1 (stereo not given)	7	0[fluorescence artefact?]	-1.2	1	-2	5	-39	0	5[fluorescence artefact?]
COc1ccc(CCNc2nc3c(c(=O)n(C)c(=O)n3C)n2C)cc1OC	16	-11[fluorescence artefact?]	0.2	10	-5	8	-29	4	-4[fluorescence artefact?]
O=C(CCl)Nc1cccc(S(=O)(=O)NC2=NCCC2)c1	0	3	2.5	20	-11	8	-20	.	-8
O=C(NC(=S)NC1CCSC1=O)c1ccccc1F (stereo not given)	12	0[fluorescence artefact?]	-0.5	3	3	6	10	.	0[fluorescence artefact?]
COc1ccc(OC)c(NC(=O)CC2C(=O)NCCN2C(=O)Nc2cccc(Cl)c2)c1 (stereo not given)	-12	6	-0.4	2	-4	11	-6	2	1
COc1ccccc1NC(=O)N1CCCC(C(=O)Nc2cccc(C)c2C)C1 (stereo not given)	17&-23	-9	1.5	-1	2	9&4	10	1	-10
COc1ccc(CC(=O)Nc2cccc(-c3cn4ccccc4n3)c2)cc1	-49	1[fluorescence artefact?]	0.7	3	2	6	-33	0	19
Cn1ncc2c(NNC(=O)c3ccc(Cl)c(Cl)c3)ncnc21	33	-1[fluorescence artefact?]	-0.2	-1	-27	3	12	-5	3
CN(c1cccc(NC(=O)CN(c2ccc(C34CC5CC(CC(C5)C3)C4)cc2)S(C)(=O)=O)c1)S(C)(=O)=O	5	-10	0.2	-4	-7	6	-24	5	5

A portion of the library. The share of hits here may be higher or lower than overall.
